Screening results (PubChem BioAssay)
PvdQ inh = blocks Pseudomonas aeruginosa PvdQ acylase activity; purified PvdQ acylase, fluorescence plate reader; inhibition, % at 10 µM; 340,000 compounds, 0.063% hits; AID 488965; in the data active = inhibition above about 30%, passing the limit was not always enough; inconclusive = no clear call, values can overlap the other calls;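 also: 0% = vehicle neutral wells and 100% = reference inhibitor wells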
Rtt109 Vps75 = inhibitors of Candida albicans Rtt109/Vps75 histone acetyltransferase; Q5AAJ8; inhibition, % at 34.9 µM; purified Rtt109/Vps75, ThioGlo CoA-SH fluorescence, 4 h; 330,000 compounds, 0.16% hits;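 active = inhibition of at least 50% in every replicate; inconclusive = best replicate reaches 50% inhibition but some replicates fall short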
dFosB activator = mouse delta FosB homodimer activation; 340,000 compounds, 0.99% hits; purified delta FosB, TAMRA-CDK5 oligo fluorescence polarization; percent of positive-control signal above neutral wells; activation, % at 25 µM;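 active = mean activation above about 17%, with every replicate also reaching it, limit read from the data, passing the limit was not always enough; inconclusive = only one of the two conditions met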;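 also: fluorescence polarization rise as delta FosB binds a TAMRA Cdk5 AP-1 oligo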
Target sequence (P13346 whole entry, looked up): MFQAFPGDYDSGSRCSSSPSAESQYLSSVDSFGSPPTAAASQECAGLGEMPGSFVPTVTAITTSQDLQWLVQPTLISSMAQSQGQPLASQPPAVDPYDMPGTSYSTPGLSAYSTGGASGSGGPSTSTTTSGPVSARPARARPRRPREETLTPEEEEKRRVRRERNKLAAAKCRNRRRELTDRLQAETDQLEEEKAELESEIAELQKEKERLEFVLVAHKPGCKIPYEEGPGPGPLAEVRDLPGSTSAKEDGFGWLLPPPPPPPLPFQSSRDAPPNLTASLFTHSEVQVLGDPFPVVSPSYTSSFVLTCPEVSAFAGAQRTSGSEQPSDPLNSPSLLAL
SR-BI uptake up = activators of SR-BI mediated HDL lipid uptake; CHO ldlA[mSR-BI] cells, DiI-HDL uptake fluorescence, 3 h; 100 = double the neutral-control signal; activation, % at 12.5 µM; 320,000 compounds, 0.096% hits; AID 504775;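 active = mean replicate activation of at least 60% and every replicate at or above 60%; inconclusive = mean or all-replicate condition met, but not both; inactive = mean below 60% and not all replicates reaching 60%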;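 also: 0% = median plate neutral-control signal and 100% = twice that signal; values of inactives mirror those of a sister screen read the other way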
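Test system: SR-BI-overexpressing, LDLR-lacking CHO cells; Medium: Ham's F12 with 0.5% BSA, HEPES 25 mM, pH 7.4; Schedule: 3 h, 37 °C; Technique: bottom-read fluorescence, 550/595 nm.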
SR-BI DiI inh = inhibitors of mouse SR-BI mediated HDL lipid uptake; inhibition, % at 12.5 µM; ldlA[mSR-BI] CHO cells, DiI-HDL uptake fluorescence, 3 h; AID 488896; 320,000 compounds, 0.96% hits; Q61009;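 active = mean replicate inhibition of at least 70% and a set share of replicates each scoring 70 or more; inconclusive = meets just one of the two criteria; inactive = fails both criteria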;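 also: 0% = median of neutral control wells and 100% = median of positive control wells; values of inactives mirror those of a sister screen read the other way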
Target sequence (Q61009 whole entry, looked up): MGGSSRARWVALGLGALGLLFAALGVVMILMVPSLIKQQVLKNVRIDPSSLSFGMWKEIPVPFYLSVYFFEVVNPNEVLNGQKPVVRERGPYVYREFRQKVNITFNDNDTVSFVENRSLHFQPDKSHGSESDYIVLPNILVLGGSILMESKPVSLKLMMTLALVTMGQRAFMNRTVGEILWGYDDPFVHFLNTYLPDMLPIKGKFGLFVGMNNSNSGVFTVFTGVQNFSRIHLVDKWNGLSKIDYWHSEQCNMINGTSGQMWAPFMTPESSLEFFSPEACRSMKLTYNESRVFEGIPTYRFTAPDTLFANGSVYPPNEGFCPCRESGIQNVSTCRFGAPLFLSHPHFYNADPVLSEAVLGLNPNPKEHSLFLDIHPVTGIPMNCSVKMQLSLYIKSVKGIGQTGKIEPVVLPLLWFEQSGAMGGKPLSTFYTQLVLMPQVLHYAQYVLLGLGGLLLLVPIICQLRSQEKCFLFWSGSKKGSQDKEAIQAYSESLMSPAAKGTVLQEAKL
CAL PDZ FP-1 = inhibitors of human CAL PDZ peptide binding | inhibition, % at 20 µM | 330,000 compounds, 0.02% hits | AID 504414 | purified CAL PDZ, TMR-peptide fluorescence polarization, 1 h | Q9HD26;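 active = highest replicate inhibition of at least 40%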;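 also: plate controls were DMSO neutral control wells for no effect and unlabeled competitor peptide control wells for full effect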
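material = purified tagged CAL PDZ domain construct (CerCALP) | compound dosing = 20 µM, one dose | times = 1 h at RT | measured by = fluorescence polarization from S- and P-plane intensities, G-factor corrected | read-out = inhibition from polarization loss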
CAL PDZ FP-2 = blocks peptide binding to the human CAL PDZ domain; Q9HD26; purified CAL PDZ, TMR-peptide fluorescence polarization, 1 h; inhibition, % at 24.9 µM; 300,000 compounds, 0.92% hits; AID 602252;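 active = mean inhibition of at least 30% with at least half of replicates also reaching 30%; inconclusive = no clear call, values can overlap the other calls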;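 also: 0% = DMSO neutral control and 100% = excess unlabeled competitor peptide PRC23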
NSD2 HMT inh = inhibitors of human histone methyltransferase NSD2. NSD2 peptide methylation, AlphaScreen, 120 min. inhibition, % at 12.5 µM. 310,000 compounds, 0.54% hits. AID 743445; in the data active = inhibition above about 50%
MITF act = activators of MITF-driven TRPM1 promoter activity in SK-MEL-5 cells; SK-MEL-5 TRPM1-promoter luciferase, 24 h; % of positive control, neutral wells = 0; activation, % at 12.5 µM; 300,000 compounds, 0.75% hits; AID 588334;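 active = mean activation of at least 80% with every replicate also reaching 80%; inconclusive = mean reaches 80% but some replicate falls short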;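 also: 0% = neutral control wells and 100% = parthenolide positive control wells; values of inactives mirror those of a sister screen read the other way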
PfHsp90 yeast 2 = reduces growth (ATP signal) of yeast expressing P. falciparum Hsp90; S. cerevisiae expressing PfHsp90, BacTiter-Glo ATP, 48 h; yeast lacking PDR1 and PDR3 efflux regulators; inhibition, % at 9.4 µM; 310,000 compounds, 0.32% hits; AID 504621;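 active = every replicate shows inhibition above about 80%, whatever the replicate mean, limit read from the data; inconclusive = mean inhibition reaches the set limit but some replicate falls short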;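 also: 0% = DMSO neutral controls and 100% = 20 µM radicicol positive controls; yeast relying on Plasmodium falciparum Hsp90 in place of its own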
The depositor's hits bear a star; ? = inconclusive; · = not tested or not shown.

SMILES | PvdQ inh | Rtt109 Vps75 | dFosB activator | SR-BI uptake up | SR-BI DiI inh | CAL PDZ FP-1 | CAL PDZ FP-2 | NSD2 HMT inh | MITF act | PfHsp90 yeast 2
CC(C)(C)Cc1nc(-c2ccccn2)no1 | -4 | 1 | 1 | 4 | -4 | 0.9 | -3 | -1 | 19 | ·
C=CCNC(=S)Nc1ccc(Br)cc1F | -9 | 3 | 5 | 0 | 0 | -2.8 | -4 | 0 | 12 | 13
CN(C)CCCNCCCCNC(=O)/C=N/O | -13 | -1 | 2 | 2 | -2 | -2.6 | 0 | -2 | -2 | -10
CCOc1ccc(S(=O)(=O)N(C(=O)c2ccco2)c2cc3sc(=O)oc3c3ccccc23)cc1 | -12 | -7 | -7 | 30 | -30 | -1.3 | -5 | 5 | -3 | -3
O=C(O)CCCNc1ccc([N+](=O)[O-])c(NCCCC(=O)O)n1 | -24 | 5 | 5 | 1 | -1 | -0.9 | 1 | 6 | 0 | 8
COc1ccc(C(=O)NCc2nnc(SCC(=O)N3CCC(C)CC3)o2)cc1OC | 11 | -2 | -4 | -6 | 6 | -2.9 | 0 | -9 | -5 | -11
O=C(NCCc1ccc(F)cc1)c1ccc(S(=O)(=O)N2CCCC2)cc1 | -6 | 4 | -8 | -13 | 13 | -1.7 | -3 | -7 | 10 | 7
C/C(=N\NC(=O)c1ccco1)c1ccc(C(=O)O)s1 | -9 | -3 | 0 | · | -10 | -1.9 | 3 | -1 | -5 | 1
Cc1ccc(C(=O)NCC(C)NC(=O)c2ccc(C)c(C)c2)cc1C (configuration not stated) | -15 | -1 | -9 | -15 | 15 | -0.8 | 10 | 0 | 3 | 2
CC(NC(=O)NCCCC(=O)O)(C(F)(F)F)C(F)(F)F | -2 | -8 | -1 | 34 | -34 | -0.4 | -3 | -1 | 1 | -12
Cc1cc(C)nc(N2CCCC(C(=O)Nc3nnc(C(C)(C)C)s3)C2)n1 (configuration not stated) | -8 | 6 | -12 | 4 | -4 | -1.3 | -1 | 0 | 5 | 1
COc1cccc(CNC(=O)CCC2CCCN(C(=O)c3ccoc3C)C2)c1 (configuration not stated) | -13 | 7 | -8 | 12 | -12 | 0.4 | 56* | 0 | 0 | 20
CCc1nnc(NC(=O)c2sc3nc4c(cc3c2N)CCCCC4)s1 | -26 | 2 | -9 | 17 | -17 | -1.7 | -2 | -7 | 61 | -10
O=C(c1ccc(Cl)cc1)c1cnc(-c2ccc(Cl)cc2)s1 | -6 | -5 | 2 | 7 | -7 | -0.3 | 0 | 0 | 73 | 8
O=C(Cn1cnc2ccccc21)NCCCN1CCOCC1 | -9 | -4 | -3 | 16 | -16 | -0.9 | -4 | 4 | -5 | ·
O=C(NCCN1CCCC1=O)C1CCC(=O)N(CCc2cccc(F)c2)C1 (configuration not stated) | 4 | 3 | -2 | 9 | -9 | -3.6 | 0 | 4 | -3 | 16
CCO/C(C)=C1\C(=O)N(CC)c2ccccc21 | -9 | 6 | 3 | -15 | 15 | -0.6 | -4 | -2 | 9 | 17
COC(=O)C1=C(C(=O)OC)[C@@H]2N(C)c3ccccc3[C@@]23C[C@@H](C(=O)OC)N(C(=O)CC(C)C)C3=N1 | -14 | 12 | -5 | 7 | -7 | -0.1 | -1 | · | -1 | 0
CCOC(=O)C1CCN(C(=O)c2ccc(OCC(=O)Nc3cccc(C(F)(F)F)c3)c(OC)c2)CC1 | 8 | 14 | -5 | -70 | ? | -3.3 | -1 | -2 | -18 | 1
COC(=O)C1=C(C)N(CCc2c[nH]c3ccc(OC)cc23)C(=O)C1 | -25 | 23 | -5 | 9 | -9 | 0.6 | -11 | 2 | 2 | 21
OC[C@@H]1[C@@H](c2ccc(F)cc2)C(c2cccc(Cl)c2)=NN1c1ccccc1 | -5 | -11 | 1 | -50 | 50 | 0.0 | 3 | · | -7 | -24
CCN(CC(=O)N1CCN(Cc2ccccc2)CC1)S(=O)(=O)c1ccc(F)cc1 | -16 | -1 | -5 | -14 | 14 | -0.7 | -4 | 1 | 2 | -1
O=C(C1COc2ccccc2O1)N1CCc2ccccc2C1 (configuration not stated) | -16 | -5 | 1 | -3 | 3 | 0.3 | · | 0 | · | -26
CCCC(=O)Nc1ccc(Cl)c(NC(=O)c2cccnc2Cl)c1 | -23 | 3 | 2 | -32 | 32 | -0.7 | -3 | -2 | 1 | 19
CCN(CC(=O)Nc1ccccc1C(F)(F)F)C(=O)c1ccc(-n2nc(C)c(CCC(=O)OC)c2C)cc1 | -13 | 0 | -11 | -16 | 16 | 1.7 | · | 2 | -4 | -42
CCOC(=O)CSc1nnc(-c2ccc(NS(=O)(=O)c3ccc(C)cc3)cc2)o1 | -9 | 0 | -3 | 16 | -16 | -1.7 | -5 | · | 1 | -8
COC(=O)COc1cccc(NC(=O)c2cccs2)c1 | 3 | 14 | 2 | -2 | 2 | -1.8 | -1 | -2 | -1 | 6
c1ccc2c(-c3ccncc3)c[nH]c2c1 | -10 | 5 | 9 | 3 | -3 | -1.8 | -4 | 0 | 11 | ·
CCCCN(CC)CCNC(=O)c1cc2c(=O)[nH]c3ccccc3c2s1 | -15 | 12 | -16 | -88 | 88* | -1.4 | 0 | 33 | 58 | 8
CCC(C)(C)C1CCc2[nH]nc(C(=O)NC3CCCC3)c2C1 (configuration not stated) | -21 | 2 | -9 | -33 | 33 | -2.3 | -3 | · | 27 | 5
Cc1ccc(SCC(=O)OC(C)C(=O)NC2(C#N)CCCCC2)cc1 (configuration not stated) | 0 | · | 7 | 2 | -2 | -0.5 | 1 | -2 | 8 | 8
CS(=O)(=O)N1CCCC(C(=O)NCCCN2CCC(Cc3ccccc3)CC2)C1 (configuration not stated) | -12 | -2 | 2 | 2 | -2 | 2.1 | -4 | -1 | -9 | 5
Cc1ccc(-c2nnc3c(C(F)(F)F)nc4ccccc4n23)cc1 | -8 | -14 | 2 | -14 | 14 | -1.2 | -4 | -2 | -29 | -36
Cc1ccc(C(=O)NCc2ccco2)cc1S(=O)(=O)N1CCOCC1 | -17 | 10 | 2 | 15 | -15 | 0.1 | 0 | -1 | -1 | -10
Cc1cc(C)c(NC(=O)CNC(=O)COC(=O)Cc2cccs2)c(C)c1 | -11 | 2 | 3 | 20 | -20 | 0.4 | 5 | 1 | 1 | -38
COc1ccc(-c2cc(C(=O)Nc3cc(C)on3)c3ccccc3n2)c(OC)c1 | 1 | 22 | -8 | -71 | ? | -3.4 | 1 | -5 | -11 | 14
CCOc1cc(C(=O)NCC(=O)N/N=C/c2sccc2C)cc(OCC)c1OCC | 4 | 11 | 1 | 14 | -14 | 0.3 | · | -1 | -14 | 7
CCn1c(SCC(=O)Nc2cc(C)on2)nnc1-c1ccco1 | -15 | 0 | -3 | 11 | -11 | -2.8 | -1 | · | 3 | 2
CCOC(=O)C1CCCN(C(=O)c2cc(S(=O)(=O)N3CCCCC3)ccc2Cl)C1 (configuration not stated) | -18 | -2 | -2 | 17 | -17 | -0.1 | -3 | -1 | -15 | 19
COc1cccc(C(=O)NNC(=O)c2cccnc2)c1 | -23 | 1 | 5 | 6 | -6 | -0.2 | -19 | -3 | 8 | -13
O=C(O)C1=C[C@H](C2CC2)C[C@H](OCc2ccc(CO)cc2)O1 | 0 | -15 | 4 | 0 | 0 | 0.7 | -1 | · | 14 | -11
Cn1c(=O)n(C)c2cc(N3CCOCC3)c(NC(=O)c3cccc(Cl)c3)cc21 | -1 | -17 | -3 | 6 | -6 | -1.3 | 0 | 19 | 13 | -8
Cc1ccccc1Nc1nc(-c2ccccc2)c(C(=O)Nc2cccnc2)s1 | -3 | 9 | 0 | -76 | ? | -2.6 | 1 | -2 | 4 | 3
COc1ccccc1CCNC(=O)c1ccc(Br)s1 | -8 | 1 | 2 | · | 11 | -1.6 | 0 | -2 | 48 | 8
CSc1sc(C(=O)O)c(C)c1C(C)=O | -17 | -4 | -2 | -18 | 18 | -1.5 | -1 | -1 | 3 | -8
C[C@H](NC(=O)c1nc[nH]c1C(=O)N[C@@H](CCCCN)C(=O)OC(C)(C)C)C(=O)OC(C)(C)C | -9 | 9 | -9 | 30 | -30 | 0.7 | 0 | · | 2 | -22
CC1CCN(CC(O)COc2ccc(-c3ccccc3)cc2)CC1 (configuration not stated) | -19 | 3 | -9 | 2 | -2 | 1.0 | -3 | -2 | -5 | -3
COc1cc2[nH]c(=S)n(Cc3ccco3)c(=O)c2cc1OC | 4 | -3 | 14 | -23 | 23 | -2.6 | · | 9 | -2 | 21
Cc1ccc(-c2nc(CSCC(=O)NC3CCN(Cc4ccccc4)CC3)c(C)o2)cc1 | -9 | 0 | -5 | -16 | 16 | -1.9 | 5 | · | -16 | -10
COc1ccc(NC(=O)N(C)C[C@H]2Oc3ccc(NC(=O)CCC(F)(F)F)cc3C(=O)N([C@H](C)CO)C[C@@H]2C)cc1 | -1 | -16 | -4 | -5 | 5 | -0.8 | 0 | · | -5 | ·

In another format: 2 of the compounds above
PvdQ inh | Rtt109 Vps75 | dFosB activator | SR-BI uptake up | SR-BI DiI inh | CAL PDZ FP-1 | CAL PDZ FP-2 | NSD2 HMT inh | MITF act | PfHsp90 yeast 2 | mol
-9 | 9 | -9 | 30 | -30 | 0.7 | 0 | · | 2 | -22 | C[C@H](NC(=O)c1nc[nH]c1C(=O)N[C@@H](CCCCN)C(=O)OC(C)(C)C)C(=O)OC(C)(C)C
-19 | 3 | -9 | 2 | -2 | 1.0 | -3 | -2 | -5 | -3 | CC1CCN(CC(O)COc2ccc(-c3ccccc3)cc2)CC1 (configuration not stated)

The list continues.
SMILES | PvdQ inh | Rtt109 Vps75 | dFosB activator | SR-BI uptake up | SR-BI DiI inh | CAL PDZ FP-1 | CAL PDZ FP-2 | NSD2 HMT inh | MITF act | PfHsp90 yeast 2
CC(C)CN1C(=O)C(=O)N(CC(=O)N2CCN(c3ccccc3)CC2)C1=O | -9 | 3 | -4 | 23 | -23 | -0.1 | -6 | -9 | 0 | ·
CCn1ncc(CN2CCCC(C(=O)Nc3cccc(-c4cc5ccccc5[nH]4)c3)C2)c1C (configuration not stated) | 0 | 12 | -13 | -28 | 28 | 0.3 | 0 | 1 | -2 | 3
O=C(CCCSc1nc2ccccc2s1)NC1=NCCS1 | -4 | -1 | -11 | 10 | -10 | -2.3 | -2 | 3 | -10 | -5
Cc1ccc(NC(=O)c2cc(S(=O)(=O)N(C)C)ccc2N2CCCC2)cc1F | -10 | 15 | -6 | 18 | -18 | -2.8 | -1 | -3 | -2 | -9
Cc1ccc(C(=O)NCC(=O)OCC(=O)N2CC(C)OC(C)C2)cc1 (configuration not stated) | -14 | 5 | 1 | -4 | 4 | 0.6 | 3 | 2 | -9 | -9

This is a random part of the collection; 4.3% or so of the library scored in one or more.
